OXTR potentiate: potentiators of human oxytocin receptor. P30559. CHO-OTR cells, Fluo-8 calcium fluorescence, potentiator mode; 0% = oxytocin EC15, 100% = EC100. activation, % at 3 µM. 320,000 tested, 0.061% active. AID 2445;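 active = activation above that plate's cutoff, the mean activation of tested compounds plus 3 SD, cut at about 6.6% in these data, passing the limit was not always enough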;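 also: 100% uses oxytocin at 75 nM as the full agonist control; some results filed as inactive read as strong as hits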
Target sequence (P30559 whole entry, looked up): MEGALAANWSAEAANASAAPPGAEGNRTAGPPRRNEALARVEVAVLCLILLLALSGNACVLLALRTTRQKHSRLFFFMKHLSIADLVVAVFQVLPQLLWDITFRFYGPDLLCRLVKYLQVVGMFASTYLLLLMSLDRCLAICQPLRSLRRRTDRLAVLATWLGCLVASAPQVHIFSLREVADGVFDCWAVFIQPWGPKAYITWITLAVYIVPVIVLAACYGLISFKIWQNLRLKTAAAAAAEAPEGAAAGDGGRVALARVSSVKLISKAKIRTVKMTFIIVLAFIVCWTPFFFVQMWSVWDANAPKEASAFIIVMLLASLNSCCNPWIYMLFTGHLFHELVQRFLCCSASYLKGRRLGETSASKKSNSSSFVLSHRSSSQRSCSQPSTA
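Assay system: CHO cell line stably expressing human OTR. Reagent: EC15 oxytocin agonist. Dosing: single dose, 3.0 µM nominal final compound concentration. Timing: compound 6 min at room temperature before oxytocin, 100 s read. Signal: kinetic Fluo-8 calcium fluorescence. Controls: oxytocin EC15 low and EC100 high.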
CHO parental Ca: signal in parental CHO cells, OX1R antagonist counter-screen; parental CHO-K1, ATP-induced calcium, Fluo-8 fluorescence; inhibition, % at 5.6 µM; AID 463079; 330,000 tested, 0.63% active;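 active = inhibition above that plate's mean sample inhibition plus 3 SD, cut at about 26% in these data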;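 also: 0% = ATP-challenged DMSO wells and 100% = DMSO wells without ATP; some compounds past the cut are filed as inactive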
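test system = CHO parental line | reagent = ATP stimulus | measured by = intracellular calcium via Fluo-8 no-wash fluorescent dye | control set = ATP and no-ATP DMSO wells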
CHO-K1 Ca PAM: nonselective activator or artifact in parental CHO-K1 calcium assay. activation, % at 3 µM. ATP EC20, Fluo-8 calcium fluorescence; 0% at ATP EC20, 100% at ATP max. 360,000 tested, 0.02% active;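 active = activation above the run cutoff, the mean activation of all test compounds plus 3 SD, cut at about 40% in these data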;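 also: peak over basal fluorescence ratio in a 140 s read after ATP addition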
GPR7 antagonist: antagonists of human GPR7 (neuropeptides B/W receptor 1); 290,000 tested, 1.1% active; P48145; AID 1861; inhibition, % at 4.4 µM; GPR7-expressing cells, fluorescence antagonist assay; in the data active = inhibition above about 16%, passing the limit was not always enough;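 also: cells stimulated with the agonist NPW; 0% = agonist with vehicle and 100% = vehicle without agonist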
Target sequence (P48145 whole entry, looked up): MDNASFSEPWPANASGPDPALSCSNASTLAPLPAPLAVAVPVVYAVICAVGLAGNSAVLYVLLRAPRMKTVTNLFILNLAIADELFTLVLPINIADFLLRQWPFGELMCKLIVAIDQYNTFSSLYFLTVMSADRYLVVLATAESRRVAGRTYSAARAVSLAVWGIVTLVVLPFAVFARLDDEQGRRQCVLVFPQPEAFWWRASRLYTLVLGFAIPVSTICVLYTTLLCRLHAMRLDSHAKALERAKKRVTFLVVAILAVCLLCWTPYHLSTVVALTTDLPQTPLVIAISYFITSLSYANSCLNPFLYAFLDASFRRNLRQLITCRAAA
TAAR1 antagonist: antagonists of human TAAR1; 360,000 tested, 1.5% active; AID 624466; CHO RD-HGA16 TAAR1, Fluo-8 calcium fluorescence, antagonist; Q96RJ0; inhibition, % at 3 µM;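 active = inhibition above a per-plate cutoff, the mean inhibition of test compounds on that plate plus 3 SD, cut at about 49% in these data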;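 also: 0% = DMSO plus EC80 beta-PEA response and 100% = DMSO alone without agonist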
Target sequence (Q96RJ0 whole entry, looked up): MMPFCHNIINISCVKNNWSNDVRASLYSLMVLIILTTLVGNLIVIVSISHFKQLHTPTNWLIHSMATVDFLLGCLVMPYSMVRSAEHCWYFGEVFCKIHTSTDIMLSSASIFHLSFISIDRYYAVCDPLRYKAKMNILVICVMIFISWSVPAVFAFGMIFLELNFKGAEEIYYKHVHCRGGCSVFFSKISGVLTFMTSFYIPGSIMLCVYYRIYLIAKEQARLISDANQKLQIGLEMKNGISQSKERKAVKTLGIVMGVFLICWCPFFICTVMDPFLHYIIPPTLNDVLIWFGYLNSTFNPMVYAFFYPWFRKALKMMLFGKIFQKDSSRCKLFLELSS
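Material: RD-HGA16 CHO cells with stable hTAAR1 and Gα16; Dosing: single nominal final test compound concentration of 3 µM; Schedule: seeding 17-24 h prior, 75-min 37 °C, 30-min RT dye loading; Detection: kinetic Fluo-8 calcium fluorescence measurement; Measure: % inhibition from peak post-agonist over basal fluorescence ratio; Benchmarks: vehicle and agonist controls.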
V1aR counter: activates human V1a receptor in oxytocin agonist counter-screen | activation, % at 3 µM | AID 2797 | CHO-V1R cells, Fluo-8 calcium fluorescence, agonist mode; 0% DMSO, 100% 3 nM vasopressin | 320,000 tested, 0.25% active;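 active = activation above the mean activation of all tested compounds plus 3 SD, per screening run, cut at about 20% in these data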;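 also: signal is peak over basal fluorescence ratio across a 100 second FLIPR read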
M1 ag parental: M1 agonist counterscreen hit in parental CHO-K1 cells; Fluo-8 calcium fluorescence; scaled to maximal ATP response, vehicle zero; activation, % at 3 µM; 360,000 tested, 0.48% active; in the data active = activation above about 15%;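 also: untransfected CHO-K1 host cells lacking M1 receptor as counterscreen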
CHO-K1 Ca antag: nonselective inhibitor or artifact in parental CHO-K1 cells. inhibition, % at 3 µM. 360,000 tested, 0.6% active. ATP-induced calcium, Fluo-8 fluorescence;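 active = inhibition above a per-plate cutoff, the plate's mean sample inhibition plus 3 SD, cut at about 24% in these data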;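 also: 0% = DMSO plus EC80 ATP and 100% = DMSO alone without ATP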
OXTR agonist: activates the human oxytocin receptor; CHO-OTR cells, Fluo-8 calcium fluorescence; normalized: DMSO 0%, oxytocin 100%; activation, % at 3 µM; 320,000 tested, 0.32% active; AID 2435;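 active = activation above the mean of all tested compounds plus 3 SD, cutoff set per screening run, cut at about 20% in these data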;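 also: peak over basal fluorescence ratio from a 100 s FLIPR kinetic read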
* = called active by the depositor; · = not tested or not shown.

SMILES | OXTR potentiate | CHO parental Ca | CHO-K1 Ca PAM | GPR7 antagonist | TAAR1 antagonist | V1aR counter | M1 ag parental | CHO-K1 Ca antag | OXTR agonist
CC(=O)c1cccc(S(=O)(=O)NCC2CCCCC2)c1 | -12.3 | -12.1 | 8.9 | -0.7 | 11.4 | 4.3 | 3.3 | -13.5 | 0.6
Clc1cccc(-c2ccc(C=Nc3ccc(N4CCOCC4)cc3)o2)c1 | 2.8 | -10.7 | 17.6 | -9.4 | 0.1 | 0.6 | 1.7 | -11.2 | -0.4
CC1(Cc2ccccc2OC(F)(F)F)C(=O)Nc2cc(-c3ccccc3Cl)ccc21 (stereo unspecified) | · | · | -2.9 | · | 32.1 | · | -0.1 | -0.2 | ·
Cn1cc(C(CO)Cc2ccccc2)c2ccccc21 (stereo unspecified) | 0.5 | -11.1 | -9.9 | · | -10.9 | 0.2 | 0.2 | 7.0 | 1.1
Cc1ccc(S(=O)(=O)NCC(=O)N2CCOCCOCCOCC2)cc1 | -9.7 | -6.6 | 1.1 | -3.7 | -11.9 | 0.3 | 0.4 | -22.4 | -0.1
CCc1ccccc1NC1=NCC(=O)N1C1CCCCC1 | -4.6 | -1.0 | 11.1 | -1.1 | -7.1 | -1.1 | 0.5 | -0.9 | -2.1
O=C(OC1CCCCC1=O)c1cccc(S(=O)(=O)N2CCCCC2)c1 (stereo unspecified) | -6.9 | -12.6 | -9.9 | · | -9.6 | 1.4 | 1.4 | -4.1 | 1.2
Cc1ccc(NC(=O)C2(S(=O)(=O)c3ccc(Cl)cc3)CC2)cc1 | 2.2 | -4.2 | 9.3 | -8.3 | -2.5 | -1.2 | -0.5 | -8.0 | -2.6
c1ccc(CNc2c3c(nc4ncnn24)CCCC3)nc1 | -0.1 | -1.6 | 14.7 | -12.4 | -17.9 | 0.5 | 0.0 | -3.7 | -0.8
Cc1cc(=O)n2[nH]c(SCc3c(F)cccc3Cl)nc2n1 | 1.7 | -10.2 | -26.8 | · | -34.8 | 0.5 | 1.0 | 10.3 | -0.3
O=C(Nc1cccc(Oc2ccc(C(=O)O)c(C(=O)O)c2)c1)c1ccc(-c2ccccc2)cc1 | -4.1 | 9.2 | 12.4 | -15.1 | 13.5 | 0.1 | -0.7 | -12.1 | 0.2
Cc1ccc(-c2nc3cnccn3c2Nc2ccc3c(c2)OCCO3)o1 | -8.2 | -17.1 | 3.9 | -1.4 | -19.9 | -0.4 | 0.1 | 8.0 | -1.9
CC12CCC(C(=O)Nc3cccc(Cl)c3)(C(Br)C1=O)C2(C)C (stereo unspecified) | 2.1 | -20.0 | 22.8 | -4.6 | 11.9 | -0.1 | -0.4 | -5.4 | -3.3
Cc1ccccc1C(=O)Nc1c(C)[nH]c(=O)[nH]c1=O | -3.0 | -3.8 | -3.8 | 1.4 | -9.6 | 0.2 | 13.6 | 18.8 | 0.3
COC(=O)CN1C(=O)N/C(=C/c2cc(Cl)c(OC)c(OC)c2)C1=O | -9.0 | -15.5 | -9.5 | 11.6 | -6.4 | -1.2 | 0.3 | 9.4 | -0.7
COc1ccc(NC(=O)CSc2nc(N)c(NC(=O)c3cccs3)c(=O)[nH]2)cc1 | -0.7 | -1.2 | 12.3 | 1.1 | -1.4 | 1.0 | 0.4 | -8.0 | -0.3
Cc1cccc(-n2ncc3c(NCc4ccc5c(c4)OCO5)ncnc32)c1 | -9.3 | -15.4 | 14.7 | 0.8 | -6.5 | 0.4 | 0.0 | 10.4 | -1.9
C#CCOCCOCCOCCNc1nc(N2CCN(C(=O)[C@H](CCC(=O)O)n3cc(C(N)Cc4ccc(O)cc4)nn3)CC2)nc(N2CCN(C(=O)[C@H](CCC(=O)O)n3cc(C(N)Cc4ccc(O)cc4)nn3)CC2)n1 (stereo partly specified) | 4.5 | -4.6 | · | -9.3 | -1.5 | -0.1 | · | · | 0.4
Cc1c(C(=O)NCc2nnc(-c3ccccc3)o2)oc2c(F)cccc12 | · | · | -10.8 | -8.6 | -6.3 | · | 0.2 | -9.4 | ·
CCN(c1cccc(C)c1)S(=O)(=O)c1ccc2c(c1)CCCN2C(C)=O | -5.7 | -4.7 | -1.7 | 2.0 | 13.9 | 2.3 | 3.4 | -10.7 | 1.1
O=C(Nc1nnc(Cc2ccc([N+](=O)[O-])cc2)s1)c1ccc2c(c1)OCO2 | 7.2 | -2.2 | 12.9 | -2.3 | -15.2 | 1.8 | 2.4 | -18.1 | 1.0
Cc1ccccc1-c1noc(-c2ccc(O)cc2)n1 | -3.9 | 23.6 | 15.9 | -17.8 | -23.5 | 2.9 | 4.2 | -6.5 | 3.1
CCOc1ccc(-c2nnn(CC(=O)NCc3ccc4c(c3)OCO4)n2)cc1 | -20.9 | -0.2 | -7.3 | -14.6 | -7.0 | 0.4 | 0.1 | 20.0 | -0.7
CCn1cc([N+](=O)[O-])c(C(=O)N2N=C(c3ccc4ccccc4c3)CC2c2ccccc2O)n1 (stereo unspecified) | -12.8 | 13.3 | 9.1 | -11.1 | 23.1 | 1.7 | 0.5 | -3.0 | 3.0
COC1OC2COC(c3ccccc3)OC2C(=O)C1NC(=O)c1ccccc1 (stereo unspecified) | · | · | 15.5 | · | 0.5 | · | 1.5 | -8.2 | ·
(listing goes on)
SMILES | OXTR potentiate | CHO parental Ca | CHO-K1 Ca PAM | GPR7 antagonist | TAAR1 antagonist | V1aR counter | M1 ag parental | CHO-K1 Ca antag | OXTR agonist
CCC1C(=O)N=C(SCC(=O)Nc2ccc(Br)cn2)NC1=O (stereo unspecified) | -11.7 | 0.8 | 26.8 | -3.2 | 11.1 | -0.7 | 0.7 | -17.7 | 0.7
COc1ccc(NC(=O)c2cc(F)cc(F)c2)cc1Cl | -22.0 | 8.9 | 15.7 | -7.4 | -0.3 | -0.1 | 2.0 | -3.8 | 4.6
CCS(=O)(=O)C(C)(CCl)C(=O)Nc1ccc(C(=O)OC)cc1 (stereo unspecified) | -8.3 | -8.9 | 20.9 | -13.4 | -3.7 | -0.1 | 1.7 | -11.6 | -0.7
O=C1c2cccnc2C(=O)N1Cc1ccc(Cl)cc1 | -12.7 | -1.7 | 3.7 | -5.8 | 9.4 | -0.2 | 0.3 | -11.7 | -0.2
O=C(NCCOC(=O)c1ccc(C(=O)OCCNC(=O)c2ccccc2)o1)c1ccccc1 | -1.8 | -19.2 | 23.6 | 1.8 | 10.1 | -0.4 | 2.5 | -12.0 | -1.2
O=C(O)c1cc2ccccc2c(=O)s1 | -8.3 | 2.5 | -6.7 | 1.3 | -9.5 | 0.8 | -0.1 | 14.1 | 1.1
CCCN1CCN(C(=O)c2oc3ccccc3c2NC(=O)COc2ccc(OC)cc2)CC1 | -4.9 | -12.7 | 0.7 | -5.2 | 23.0 | 2.4 | 5.2 | -13.0 | 0.8
O=C1NC(=O)C2(N1)C(=O)c1cccc3cccc2c13 (stereo unspecified) | · | · | 0.6 | · | 16.8 | · | 99.8* | 20.3 | ·
O=S(=O)(Nc1ccccn1)c1cc(Cl)ccc1Cl | -4.7 | -3.1 | 1.7 | -18.4 | 0.8 | 0.4 | 4.9 | 0.1 | 7.7
CCOC(=O)CC1C(=O)NCCN1C(=S)NC(=O)c1ccc(C)c(Br)c1 (stereo unspecified) | · | · | 5.4 | · | -15.6 | · | 0.3 | -5.8 | ·
Cc1ccc(CCN2CC(C(=O)NC3CCCCC3)CC2=O)cc1 (stereo unspecified) | -4.4 | -4.3 | -25.5 | -16.8 | -33.9 | 0.7 | 0.2 | -0.8 | 1.0
CC(C)(C)c1nn(-c2ccccc2)c2[nH]c(=O)c(C=O)cc12 | -0.6 | -8.8 | -2.3 | -6.1 | -1.6 | 0.5 | 0.0 | 23.1 | 0.0
C(=C\c1ccccc1)/CN1CCN(Cc2ccc3c(c2)OCO3)CC1 | -3.1 | -9.7 | 18.2 | -11.8 | -20.7 | 0.0 | 1.4 | -5.4 | 0.3
CC(Oc1ccc(Cl)cc1Cl)C(=O)NNC(=O)c1cccnc1 (stereo unspecified) | 0.9 | -16.2 | 14.2 | -7.6 | 4.1 | -0.7 | 0.8 | -8.5 | -0.3
C1CCC(NC2=NCCC2)CC1 | -3.5 | -3.2 | 22.1 | 4.7 | 6.4 | 0.2 | 4.5 | -13.2 | -0.2
COc1ccc2[nH]cc(CCNC(=O)Cc3c(F)cccc3Cl)c2c1 | -14.9 | 3.8 | 16.8 | 0.0 | -2.7 | 2.2 | 3.0 | -10.0 | 1.8
CC1(C)CC(=O)C(C2(O)C(=O)N(Cc3ccccc3)c3ccccc32)CO1 (stereo unspecified) | -5.6 | -16.8 | 11.1 | 10.5 | -8.5 | -0.1 | 1.1 | 4.6 | -0.2
Cc1ccc([C@@H]2CC=C(C(=O)O)[C@H](c3ccc(Br)cc3)N2S(=O)(=O)c2ccc(C)cc2)cc1 | -6.2 | -12.4 | -5.3 | · | 15.0 | -0.5 | 0.2 | -5.6 | -0.7
COc1ccc(C2CC(c3ccc4ccccc4c3)=NN2C(=O)CN2CCC(C(N)=O)CC2)cc1 (stereo unspecified) | -9.7 | -23.9 | 11.8 | 0.8 | -8.9 | 1.0 | 2.5 | -15.5 | 0.9
CC(Oc1ccc(Cl)cc1)C(=O)NCCCn1ccnc1 (stereo unspecified) | -1.9 | -10.1 | 0.1 | -2.8 | -6.7 | 0.4 | 0.2 | -3.0 | 0.0
CC1(C(=O)NC2CCN(Cc3ccccc3)CC2)CCN1Cc1ccc2ccccc2c1 (stereo unspecified) | · | · | 19.6 | · | -0.5 | · | 3.1 | -11.8 | ·
O=C(NC(=S)N1CCN(c2nc(-c3ccccc3)cs2)CC1)c1cncc(Br)c1 | -8.7 | 0.8 | 15.8 | 5.5 | 3.1 | 1.1 | 2.5 | -11.7 | 0.5
CC(C)n1nnnc1SCC(=O)NNC(=O)C1CCCCC1 | -7.9 | -3.0 | 12.3 | -12.5 | -13.5 | 1.0 | 0.3 | -11.5 | -0.5
O=C(NCc1ccccc1OC(F)(F)F)C1CCC(=O)N(CCc2ccccn2)C1 (stereo unspecified) | -5.2 | -15.8 | 16.5 | -7.6 | -5.2 | -1.8 | -0.2 | -11.1 | -0.7
COC(=O)/C(C#N)=C/c1c[nH]c2ccccc12 | -2.6 | -5.3 | 20.3 | -12.1 | 3.0 | 3.9 | 1.9 | -19.2 | 0.3
CCCOc1ccc(NC(=O)CC2C(=O)N(CC)C(=S)N2Cc2cccs2)cc1 (stereo unspecified) | -8.9 | -26.5 | 26.5 | 1.5 | -25.0 | -0.5 | 1.3 | -9.7 | -1.7
O=C(NCc1ccco1)C12CN(Cc3ccccc3)CC1C(c1cccc([N+](=O)[O-])c1)=NO2 (stereo unspecified) | -11.6 | -13.4 | 2.9 | -6.4 | 17.0 | 0.3 | 0.0 | -9.5 | -0.6
COc1cccc(NS(=O)(=O)c2ccc3[nH]cc(C(=O)NCCCOC(C)C)c(=O)c3c2)c1 | -15.8 | 10.5 | 2.8 | 9.4 | 4.2 | 7.1 | 0.6 | -1.8 | 0.5

Compound activity (PubChem)
